Screens (PubChem)
M5 antag: human M5 muscarinic receptor antagonists, primary screen, CHO cells, Fluo-8 calcium fluorescence. Muscarinic acetylcholine receptor M5 (Homo sapiens), P08912. CHO-hM5 cells, ACh EC80. inhibition, % at 3 µM. actives 0.59% (n = 360,000). AID 624040, 2012;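 active means inhibition above a per-plate cutoff, the mean of that plate's test compounds plus 3 SD, cut at about 27% in these data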;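 further: 0% = acetylcholine EC80 with DMSO and 100% = DMSO without agonist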
Target sequence (P08912 whole entry, looked up): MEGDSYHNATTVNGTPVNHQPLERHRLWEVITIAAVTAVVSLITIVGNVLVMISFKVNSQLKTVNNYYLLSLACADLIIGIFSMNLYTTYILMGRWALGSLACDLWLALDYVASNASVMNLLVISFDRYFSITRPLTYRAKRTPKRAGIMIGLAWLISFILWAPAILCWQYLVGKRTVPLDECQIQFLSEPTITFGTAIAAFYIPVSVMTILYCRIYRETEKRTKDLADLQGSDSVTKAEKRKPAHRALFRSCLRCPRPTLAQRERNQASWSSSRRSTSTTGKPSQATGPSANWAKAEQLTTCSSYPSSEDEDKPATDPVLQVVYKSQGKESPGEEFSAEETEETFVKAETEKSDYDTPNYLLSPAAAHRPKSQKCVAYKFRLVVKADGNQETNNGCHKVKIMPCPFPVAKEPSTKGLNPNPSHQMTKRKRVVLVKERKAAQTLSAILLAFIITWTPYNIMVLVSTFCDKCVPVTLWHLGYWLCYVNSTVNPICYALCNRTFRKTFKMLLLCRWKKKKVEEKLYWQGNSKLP
CHO-K1 Ca antag: nonselective inhibitor or artifact in parental CHO-K1 cells | actives 0.6% (n = 360,000) | ATP-induced calcium, Fluo-8 fluorescence | inhibition, % at 3 µM;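 active means inhibition above a per-plate cutoff, the plate's mean sample inhibition plus 3 SD, cut at about 24% in these data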;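 further: 0% = DMSO plus EC80 ATP and 100% = DMSO alone without ATP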
M4 antag: human M4 muscarinic receptor antagonists, primary screen, CHO cells, Fluo-8 calcium fluorescence | inhibition, % at 3 µM | actives 0.73% (n = 360,000) | CHO-hM4 cells, ACh EC80 | AID 624125, 2012 | Muscarinic acetylcholine receptor M4 (Homo sapiens), P08173;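 active means inhibition above its plate's cutoff, the mean inhibition of sample wells plus 3 SD, cut at about 27% in these data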;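 further: 0% = acetylcholine EC80 with DMSO and 100% = DMSO without agonist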
Target sequence (P08173 whole entry, looked up): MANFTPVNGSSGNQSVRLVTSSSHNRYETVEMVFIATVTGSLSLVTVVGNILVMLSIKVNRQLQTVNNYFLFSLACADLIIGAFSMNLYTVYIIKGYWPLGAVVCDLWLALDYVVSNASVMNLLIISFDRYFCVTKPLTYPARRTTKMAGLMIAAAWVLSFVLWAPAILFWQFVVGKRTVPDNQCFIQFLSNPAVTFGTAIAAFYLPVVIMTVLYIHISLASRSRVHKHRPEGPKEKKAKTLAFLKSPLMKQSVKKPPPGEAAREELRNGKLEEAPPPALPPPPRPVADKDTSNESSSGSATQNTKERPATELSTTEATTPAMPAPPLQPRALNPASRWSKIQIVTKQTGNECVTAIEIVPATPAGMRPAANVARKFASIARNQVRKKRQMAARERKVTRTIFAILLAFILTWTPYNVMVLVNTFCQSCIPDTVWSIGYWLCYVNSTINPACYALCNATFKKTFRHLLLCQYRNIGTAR
CHRM5 agonist: human M5 muscarinic receptor agonists, primary screen, CHO-K1 cells, Fluo-8 calcium fluorescence. Muscarinic acetylcholine receptor M5 (Homo sapiens), P08912. CHO-K1 hM5 cells; 0% DMSO wells, 100% maximal acetylcholine response. activation, % at 3 µM. actives 0.19% (n = 360,000);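 active means activation above the run's mean over test compounds plus 3 SD, cut at about 23% in these data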;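 further: signal is peak over basal fluorescence ratio across the kinetic read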
M4 ag: human M4 muscarinic receptor agonists, primary screen, CHO-K1 cells, Fluo-8 calcium fluorescence; actives 0.14% (n = 360,000); CHO-K1 hM4/Gqi5; vehicle 0%, full acetylcholine response 100%; AID 624127, 2012; activation, % at 3 µM;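 active means activation above the run mean over all test wells plus 3 SD, cut at about 32% in these data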;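 further: peak over basal fluorescence ratio per well then scaled between controls; 0% = DMSO wells and 100% = acetylcholine at EC100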
CHRM5 PAM: human M5 muscarinic receptor positive allosteric modulators, primary screen, CHO-K1 cells, Fluo-8 calcium fluorescence; activation, % at 3 µM; CHO-K1 hM5, ACh EC20 PAM; 0% = ACh EC20, 100% = ACh EC100; Muscarinic acetylcholine receptor M5 (Homo sapiens), P08912; actives 0.3% (n = 360,000);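 active means activation above the run cutoff, the mean activation of all test compounds plus 3 SD, cut at about 18% in these data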
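Test system: CHO-K1 hM5 cells / Doses: single-point, 3 µM nominal / Times: Post-acetylcholine fluorescence recording 140 s / Technique: Fluo-8 calcium fluorescence / Measure: Max/basal fluorescence ratio as % of EC20–EC100 ACh window / Benchmarks: low control EC20 acetylcholine (0%), high control EC100 acetylcholine (100%) / Replicates: one well per compound, no replicates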
M1 ag parental: counter-screen for M1 agonists: effect in parental CHO-K1 cells; Fluo-8 calcium fluorescence; scaled to maximal ATP response, vehicle zero; actives 0.48% (n = 360,000); activation, % at 3 µM; in the data active means activation above about 15%;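 further: untransfected CHO-K1 host cells lacking M1 receptor as counterscreen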
CHRM4 PAM: human M4 muscarinic receptor positive allosteric modulators, primary screen, CHO-K1 cells, Fluo-8 calcium fluorescence | Muscarinic acetylcholine receptor M4 (Homo sapiens), P08173 | CHO-K1 hM4/Gqi5, ACh EC20; 0% = ACh EC20, 100% = maximal ACh | activation, % at 3 µM | actives 0.4% (n = 360,000) | AID 624126, 2012;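 active means activation above its plate's cutoff, the mean activation of sample wells plus 3 SD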; further: some results filed as inactive read as strong as hits
CHO-K1 Ca PAM: nonselective calcium activators in parental CHO-K1 cells, primary screen, counter-screen for M1 PAM project, cell-based, Fluo-8 calcium fluorescence, full deck, 1536-well; ATP EC20; 0% at ATP EC20, 100% at ATP max; activation, % at 3 µM; actives 0.02% (n = 360,000);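 active means activation above the run cutoff, the mean activation of all test compounds plus 3 SD, cut at about 40% in these data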;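 further: peak over basal fluorescence ratio in a 140 s read after ATP addition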
* marks the source's active call; other numbers are inactive results.

SMILES	M5 antag	CHO-K1 Ca antag	M4 antag	CHRM5 agonist	M4 ag	CHRM5 PAM	M1 ag parental	CHRM4 PAM	CHO-K1 Ca PAM
Cc1nnc(SCC(=O)N/N=C/c2ccc(-c3ccc(C)c(Cl)c3)o2)s1	5	-8	-8	-2	5	-1	2.1	-3	18
Cc1ccc(-c2cc(C(=O)Nc3c(C)n(C)n(-c4ccccc4)c3=O)no2)cc1	-3	-17	-5	-1	1	4	0.7	1	-8
CCC(=O)c1ccc(OCC(O)CN2CCN(c3ccc(F)cc3)CC2)cc1 (centres undefined)	-5	-1	-10	-2	1	0	0.7	12	11
Cn1nnnc1Sc1ncnc2scc(-c3ccc[nH]3)c12	14	0	4	-5	2	-7	0.2	1	-17
COc1cccc(CNC(=O)C2=C(C)C(=O)OC23CCC(C)CC3)c1 (centres undefined)	4	9	4	1	3	-6	0.9	-2	-4
CSc1ccccc1NC(=O)c1ccc(N2CC3CC(C2)c2cccc(=O)n2C3)c(NC(=O)c2ccncc2)c1 (centres undefined)	6	1	2	-1	3	-2	5.3	-10	-1
O=C(COc1ccc(Br)cc1)OCCN1CCCCC1	-1	-7	-2	5	1	1	1.3	9	11
COc1cccc(CC(=O)N2CCC(n3nccc3NC(=O)C3CC3)CC2)c1	5	-15	-7	-3	2	-1	0.5	2	14
O=[N+]([O-])c1cccc(-c2cc3cccc[n+]3cc2-c2cccc([N+](=O)[O-])c2)c1	7	-4	0	-3	0	-3	0.0	2	14
COc1ccccc1C(=O)Nc1nnc(-c2ccc(F)cc2)s1	-1	-11	-16	-1	1	1	0.6	8	11
CCS(=O)(=O)N1CCCC(C(=O)NCc2cccnc2)C1 (centres undefined)	1	10	10	0	1	-5	0.0	13	-1
COc1ccccc1CCc1nnc(CCC(=O)NC(C)Cc2ccsc2)o1 (centres undefined)	12	-10	-6	0	7	8	0.8	13	-11
O=C(Nc1ccccc1C(=O)Nc1ccc(F)cc1)c1ccco1	-10	10	-4	-4	0	5	-0.1	5	-26
CC1CCCCN1S(=O)(=O)c1ccc(N(C(=O)c2cnccn2)C(C(=O)NC2CCCCC2)c2cccs2)cc1 (centres undefined)	-6	2	1	-1	4	-1	0.5	2	7
COCCNC(=O)C(c1ccc(C)o1)N(C(=O)c1snc(C(N)=O)c1N)c1ccc(C)c(C)c1 (centres undefined)	3	-8	-1	2	0	-2	0.8	8	19
CCOc1cc(C(=O)OC(C)C(=O)Nc2ccc(NC(C)=O)cc2)ccc1OCC(=O)N1CCCCC1 (centres undefined)	-4	-13	1	0	1	6	0.5	1	-3
COc1ccc(NC(=O)C(Cl)=C(Cl)Cl)cn1	6	-9	-11	-4	4	-1	0.1	11	18
CC(=O)Cn1nnc2sc3c(c2c1=O)CCC(C(C)(C)C)C3 (centres undefined)	10	2	-5	-1	-1	-1	-0.5	-5	-8
Cc1cc(=O)oc(C)c1C(=O)NCC1CCCO1 (centres undefined)	3	-11	7	0	0	-4	0.6	2	18
O=C(CSc1nnc(-c2ccc(C(F)(F)F)cn2)s1)c1ccc(Cl)cc1	15	-7	-4	-1	0	-7	0.7	-21	5
COC(=O)c1cn(C(=O)c2cccs2)c2ccccc12	-4	-6	-14	-8	2	8	0.4	10	9
Cc1ccc2c(c1)N(CC(=O)NC1CCCCCC1)C(=O)c1cccnc1O2	1	-20	1	-4	0	2	0.5	-4	16
O=C(CSc1nc(N2CCOCC2)nc(N2CCOCC2)n1)Nc1cccc(C(F)(F)F)c1	1	-5	5	-3	0	1	1.4	3	24
COCCn1c(SCC(=O)Nc2cc(C)on2)nnc1C(C)C	6	-15	-16	-2	1	-6	0.1	10	4
CCCC(=O)NC(c1ccccc1Cl)c1ccc2cccnc2c1O (centres undefined)	16	2	2	-7	0	-2	3.0	-1	8

Further results:
SMILES	M5 antag	CHO-K1 Ca antag	M4 antag	CHRM5 agonist	M4 ag	CHRM5 PAM	M1 ag parental	CHRM4 PAM	CHO-K1 Ca PAM
CCC(C)NC(=O)[C@H]1N2C(=O)c3c(ccc(OC)c3OC)C2SC1(C)C (some centres undefined)	-2	-10	-12	-5	1	1	-0.1	3	8
O=C(Nc1c(Cl)ccc2nsnc12)c1ccc(Br)o1	-4	-21	-8	-1	0	-2	0.2	12	22
Cc1cccc(Nc2nc(N)nc(CN3CCN(c4ccc(F)cc4)CC3)n2)c1	-5	1	-19	1	5	-4	0.9	4	-2
COCCCNC(=O)Cn1cnc2sc(C)c(S(=O)(=O)N3CC(C)CC(C)C3)c2c1=O (centres undefined)	2	5	-1	-3	0	-1	0.5	-3	-1
Cc1cc(C(C)(C)C)ccc1OCCN1CCCC1	0	-1	-13	-11	3	2	0.8	1	14
Cc1ccsc1CNn1cnnc1SCc1ccc(Cl)cc1	5	-10	18	-5	0	-11	0.8	-25	17
CC1(C(=O)NS(=O)(=O)c2ccc(C#N)cc2)CCN1C(=O)C1(c2ccc(Cl)cc2)CC1 (centres undefined)	-8	-2	-9	0	1	2	0.3	5	6
Cc1ccc(S(=O)(=O)N2CCOCC2)cc1NC(=O)CSc1ccccn1	1	-21	-6	10	3	3	2.4	-8	-6
Cc1cc(N2C(=O)C(O)=C(C(=O)c3cc4ccccc4o3)C2c2cccc(Cl)c2)no1 (centres undefined)	-5	-12	-11	-4	1	-2	1.1	9	7
O=C(CC1CCCC1)Nc1ccc(Cl)c(S(=O)(=O)N2CCOCC2)c1	3	-18	-14	12	10	-2	5.0	1	14
Cc1cc(NC(=O)c2ccccc2Oc2ccccc2)no1	-3	6	-1	-1	-2	-2	-0.6	17	-12
COC(=O)NCC(c1cccnc1)N1CCOCC1 (centres undefined)	0	-5	-9	1	0	1	0.0	4	9
COc1cc(OC)c(NC(=O)C2CC(=O)N(c3ccc4c(c3)OCCO4)C2)cc1Cl (centres undefined)	-1	-2	-3	2	0	4	0.4	8	10
OC[C@H]1O[C@@H](c2nc(-c3ccc4c(c3)CCO4)no2)[C@H](O)[C@@H](O)[C@H]1O	20	-2	5	1	0	-5	-0.1	-2	7
Cc1c(C)n(C(=O)CN2CCC(C)CC2)c2ccccc12	2	0	-10	-4	0	-2	0.1	10	16
C=CCOc1c(Cl)cc(CNn2cn[nH]c2=S)cc1OC	-13	-6	-5	0	1	-4	7.1	0	16
O=c1oc2ccccc2c(N2CCC(c3ccccc3)CC2)c1[N+](=O)[O-]	0	8	-2	0	1	0	5.9	0	25
CCC(C)C(=O)NCCc1ccc(S(N)(=O)=O)cc1 (centres undefined)	-7	-6	1	-3	0	5	-0.1	-4	6
Cc1ccccc1OCC(O)Cn1nnc2ccccc21 (centres undefined)	-2	-2	0	1	3	-4	1.6	-2	9
O=C(CN1CCC(Cc2ccccc2)CC1)NC(=O)NCc1ccco1	-17	-17	1	-5	0	16	-0.1	9	14
COc1cc(C)c(NC(=O)COc2ccc3c(c2)CCC3)cc1OC	1	-20	-12	2	10	-7	11	3	-6
O=c1[nH]cccc1-c1nc2ccccc2n1Cc1cccc(F)c1	6	-12	-3	-2	0	4	0.2	4	-8
COc1ccc(C)cc1S(=O)(=O)N1CCOCC1	-3	-1	-4	0	1	6	-0.4	-1	9
Cc1cc(C)c2c(n1)sc1c(=O)[nH]c(SCc3ccccc3)nc12	2	-9	0	-4	1	-5	0.2	0	15
Cc1ccc(CS(=O)Cc2ccc(C(=O)NCc3cccs3)o2)cc1 (centres undefined)	6	-8	2	-4	1	-6	0.6	-2	-8

Carrying on.
SMILES	M5 antag	CHO-K1 Ca antag	M4 antag	CHRM5 agonist	M4 ag	CHRM5 PAM	M1 ag parental	CHRM4 PAM	CHO-K1 Ca PAM
NC(=O)c1ccccc1OCCOCCOCCOc1ccccc1C(N)=O	-5	-24	1	3	2	0	0.4	9	9
O=C1N[C@@H](Cc2ccccc2)COC(=O)[C@H](Cc2ccc(F)cc2)CC/C=C/C[C@@H]1CC(=O)N(CCO)Cc1ccccc1	12	-16	4	0	4	-14	-0.2	-2	8
COc1cc2[nH]c(C(=O)N3CCN(c4ccccc4F)CC3)cc2c(OC)c1OC	-1	-19	-14	-3	3	4	0.9	2	11
CN(C)S(=O)(=O)c1ccc(C(=O)Nc2ccccc2C(=O)O)cc1	-2	-2	3	2	0	-5	-0.5	15	6
CC1C(=O)C(C)C(c2cc(Cl)ccc2O)NC1c1cc(Cl)ccc1O (centres undefined)	-2	-12	5	-3	1	-3	0.2	-2	3
CCCNC(=O)c1cc(-c2ccc(Br)cc2)on1	-1	-58	-7	2	3	-3	2.5	-1	18
COc1cccc(NC(=O)CCN2CCN(C)CC2)c1	3	-21	-4	0	0	2	0.8	15	17
O=C(COc1cc(Cl)c(Cl)cc1Cl)NC(=O)NC1CCCC1	-5	-12	-17	-1	1	7	0.4	12	23
O=C(N/N=C/c1ccc2c(c1)OCO2)c1cccc2ccccc12	7	-6	-8	-2	4	-3	3.3	2	18
COc1cccc(-c2cnc(C(O)c3ccc(F)cc3)[nH]2)c1 (centres undefined)	-7	2	-7	0	2	3	1.3	0	6
CN(CC(=O)Nc1ccccc1)CC(=O)Nc1ccccc1Cl	8	-5	6	-2	2	1	1.6	3	6
COc1ccc(C(=O)CCS(=O)(=O)c2ccc(C)cc2)cc1OC	11	6	-1	-2	2	3	0.7	4	-18
c1ccc(C2[C@H]3CN(Cc4cccnc4)[C@H](c4ccccc4)C34CC2(c2cccnc2)C4)cc1 (some centres undefined)	7	-3	3	-8	1	-20	-0.7	-9	-8

Molecules from the list above that have two or more sulfur atoms (9):
SMILES	M5 antag	CHO-K1 Ca antag	M4 antag	CHRM5 agonist	M4 ag	CHRM5 PAM	M1 ag parental	CHRM4 PAM	CHO-K1 Ca PAM
Cc1nnc(SCC(=O)N/N=C/c2ccc(-c3ccc(C)c(Cl)c3)o2)s1	5	-8	-8	-2	5	-1	2.1	-3	18
Cn1nnnc1Sc1ncnc2scc(-c3ccc[nH]3)c12	14	0	4	-5	2	-7	0.2	1	-17
CC1CCCCN1S(=O)(=O)c1ccc(N(C(=O)c2cnccn2)C(C(=O)NC2CCCCC2)c2cccs2)cc1 (centres undefined)	-6	2	1	-1	4	-1	0.5	2	7
O=C(CSc1nnc(-c2ccc(C(F)(F)F)cn2)s1)c1ccc(Cl)cc1	15	-7	-4	-1	0	-7	0.7	-21	5
COCCCNC(=O)Cn1cnc2sc(C)c(S(=O)(=O)N3CC(C)CC(C)C3)c2c1=O (centres undefined)	2	5	-1	-3	0	-1	0.5	-3	-1
Cc1ccsc1CNn1cnnc1SCc1ccc(Cl)cc1	5	-10	18	-5	0	-11	0.8	-25	17
Cc1ccc(S(=O)(=O)N2CCOCC2)cc1NC(=O)CSc1ccccn1	1	-21	-6	10	3	3	2.4	-8	-6
Cc1cc(C)c2c(n1)sc1c(=O)[nH]c(SCc3ccccc3)nc12	2	-9	0	-4	1	-5	0.2	0	15
Cc1ccc(CS(=O)Cc2ccc(C(=O)NCc3cccs3)o2)cc1 (centres undefined)	6	-8	2	-4	1	-6	0.6	-2	-8
